Wee1 degr inh – Wee1 degradation inhibitors, primary screen, cell-based, HeLa, Wee1K328M-luciferase, luminescence; Wee1-like protein kinase (Homo sapiens), P30291; HeLa Luc-Wee1K328M stability; 100% = proteasome inhibitor MG132 effect; reporter increase, % at 5 µM; 1.2% of 220,000 active; AID 1321, 2008;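 active = activation above the mean of all tested compounds plus 3 SD, set per screening run, cut at about 8.8% in these data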;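 also: cells exposed to compound for 20 h before luminescence read; 0% = DMSO alone and 100% = MG132 at 30 µM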
Target sequence (P30291 whole entry K328M): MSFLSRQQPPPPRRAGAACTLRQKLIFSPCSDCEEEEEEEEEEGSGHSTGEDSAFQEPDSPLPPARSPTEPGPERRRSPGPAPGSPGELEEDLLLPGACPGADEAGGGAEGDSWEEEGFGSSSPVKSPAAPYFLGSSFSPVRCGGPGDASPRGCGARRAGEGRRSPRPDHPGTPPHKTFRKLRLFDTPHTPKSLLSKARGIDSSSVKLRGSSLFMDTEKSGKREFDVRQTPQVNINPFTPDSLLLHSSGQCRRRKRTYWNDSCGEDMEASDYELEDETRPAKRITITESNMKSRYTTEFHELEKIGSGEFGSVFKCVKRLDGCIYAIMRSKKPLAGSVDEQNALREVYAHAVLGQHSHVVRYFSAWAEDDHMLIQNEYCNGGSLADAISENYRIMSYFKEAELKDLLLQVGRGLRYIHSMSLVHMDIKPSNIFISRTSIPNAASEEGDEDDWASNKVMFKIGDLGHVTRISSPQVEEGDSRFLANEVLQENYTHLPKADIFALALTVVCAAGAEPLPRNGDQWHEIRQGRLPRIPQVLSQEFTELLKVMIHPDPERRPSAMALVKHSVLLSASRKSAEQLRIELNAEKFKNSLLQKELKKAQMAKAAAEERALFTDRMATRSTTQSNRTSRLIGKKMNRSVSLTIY
Ba/F3 V617F tox – reduced viability of JAK2V617F-dependent Ba/F3 cells, primary screen, JAK2V617F inhibitor project, cell-based, Ba/F3 EpoR-JAK2V617F, luminescence; ATP luminescence; inhibition, % at 5.6 µM; 1.1% of 220,000 active; AID 1446, 2008;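 active = inhibition above the campaign mean plus 3 SD over all tested compounds, cut at about 24% in these data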;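 also: cytokine-independent growth of Ba/F3 cells driven by EpoR plus mutant JAK2; 0% = DMSO-treated cells and 100% = JAK inhibitor I control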
eIF4E-4G inh – eIF4E–eIF4G protein interaction inhibitors, primary screen, biochemical, uHTS, TR-FRET, eIF4GI fragment | Eukaryotic translation initiation factor 4E (Mus musculus) + Eukaryotic translation … | TR-FRET eIF4E-eIF4GI(517-606) binding, 2 h | inhibition, % at 21.7 µM | 0.37% of 220,000 active | AID 782, 2007;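 active = inhibition above about 30%, limit read from the data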;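 also: 0% = full FRET control wells and 100% = background wells lacking eIF4GI fragment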
S1P4 ag – S1P4 receptor agonists, primary screen, cell-based; S1P4-expressing cell line, agonist reporter assay; activation, % at 4.98 µM; 0.35% of 220,000 active; AID 1509, 2009; in the data active = activation above about 11%;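 also: 0% = DMSO vehicle and 100% = reference agonist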
Target sequence (O95977 whole entry, looked up): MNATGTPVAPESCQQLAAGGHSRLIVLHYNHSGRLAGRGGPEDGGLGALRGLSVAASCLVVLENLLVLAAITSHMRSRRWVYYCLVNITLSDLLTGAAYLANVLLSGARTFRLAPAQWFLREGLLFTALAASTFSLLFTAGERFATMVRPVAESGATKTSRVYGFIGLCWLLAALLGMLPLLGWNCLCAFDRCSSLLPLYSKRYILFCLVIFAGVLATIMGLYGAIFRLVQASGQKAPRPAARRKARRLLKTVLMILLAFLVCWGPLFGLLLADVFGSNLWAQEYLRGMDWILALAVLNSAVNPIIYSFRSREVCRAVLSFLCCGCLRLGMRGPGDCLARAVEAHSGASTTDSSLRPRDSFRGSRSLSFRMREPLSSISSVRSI
S1P4 antagonist – S1P4 receptor antagonists, primary screen, cell-based; Sphingosine 1-phosphate receptor 4 (Homo sapiens), O95977; S1P4-expressing cells, antagonist mode, reporter read-out; inhibition, % at 4.98 µM; 0.26% of 220,000 active; AID 1510, 2009; in the data active = inhibition above about 29%;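 also: 0% = wells stimulated with agonist and 100% = vehicle wells without agonist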
MDM2 E3 inh – MDM2-luciferase reporter signal enhancers, primary screen, MDM2 E3 ligase inhibitor project, cell-based, luminescence, 1536-well. E3 ubiquitin-protein ligase Mdm2 (Homo sapiens), Q00987. cell-based MDM2 ubiquitination luciferase reporter, 2 h; 0 = plate control, 100 = twice control, blank-subtracted. signal enhancement, % at 5 µM. 0.11% of 210,000 active. AID 1230, 2008;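 active = signal enhancement of 30% or more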;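 also: luminescence tracks abundance of the self-degrading MDM2-luciferase fusion protein; higher signal means inhibition of MDM2 E3 ligase activity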
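Assay system: stable mammalian line carrying autodegrading MDM2–luciferase fusion reporter; amount: 2000 cells seeded into each well; buffer or medium: DMEM; benchmarks: plate control and blank wells; signal: luciferase luminescence; timing: 2 h compound exposure at 37 °C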
NPY-Y2 PAM-ag – NPY-Y2 potentiators or agonists, primary screen, cell-based; cells expressing NPY-Y2, potentiator/agonist read-out; 0.45% of 220,000 active; activation, % at 3.6 µM; Neuropeptide Y receptor type 2 (Homo sapiens), P49146; in the data active = activation above about 27%;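 also: cells stimulated with NPY near EC25 plus isoproterenol at EC100; 0% = vehicle plus submaximal agonist and 100% = vehicle plus saturating agonist; some results beyond the cut were filed as inactive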
PERK inh – block of dimerizer-induced PERK translation repression, primary screen, PERK inhibitor project, CHO PERK-DD cells, SEAP luminescence, HTS | Eukaryotic translation initiation factor 2-alpha kinase 3 (Homo sapiens), Q9NZJ5 | CHO PERK-DD fusion, SEAP luminescence translation reporter | inhibition, % at 5.6 µM | 0.17% of 220,000 active | AID 1416, 2008;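 active = inhibition above the mean inhibition of all tested compounds plus 3 SD, set separately per screening campaign, cut at about 2.9% in these data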;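 also: PERK kinase domain activated by AP20187 dimerizer at 100 nM; 0% = DMSO with dimerizer and 100% = rapamycin at 8.4 µM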
BaF3 tox – parental Ba/F3 cell viability inhibition, counter-screen for JAK2V617F inhibitor project, murine pro-B, CellTiter-Glo luminescence | inhibition, % at 5.6 µM | 1.1% of 220,000 active | CellTiter-Glo ATP luminescence;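 active = inhibition above a per-campaign cutoff, the mean inhibition of all tested compounds plus 3 SD, cut at about 27% in these data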;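 also: 0% = DMSO wells and 100% = JAK Inhibitor I control wells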
* = called active by the depositor; . = not tested or not shown; [ ] = dose if it differs, or a comment.

SMILES	Wee1 degr inh	Ba/F3 V617F tox	eIF4E-4G inh	S1P4 ag	S1P4 antagonist	MDM2 E3 inh	NPY-Y2 PAM-ag	PERK inh	BaF3 tox
CCOC(=O)N1CCN(C(=O)c2ccc3c(c2)sc2nc(-c4ccccc4)cn23)CC1	5	2	9	1.7	-4	-59	-10	-2.3	7
COC(=O)c1ccc(OCCN2CCCCCC2)cc1	5	4	4	1.4	14	-16	-7	0.2	13
CC(=O)Nc1ccc(NC(=O)CNS(=O)(=O)c2ccc(C)cc2)cc1	1	-1	-1	-0.2	-9	4	10	0.2	2
CCOC(=O)C(Cc1ccc(O)cc1)NC(=O)CNC(=O)C1CCCN1C(=O)OC(C)(C)C (stereo not drawn)	0	0	1	-0.2	-10	6	-3	2.4	2
Cc1ccc(S(=O)(=O)C2(C(=O)O)CCCC2)cc1C	1	0	1[fluorescence artefact?]	0.4	1	-16	-19	2.6	-2
CCOC(=O)c1cnc2c(C)cccc2c1Nc1cccc(C(=O)O)c1	-2	0	-7	1.7	-26	-11	-15	0.1	0
COc1ccc2[nH]c(C)c(CCNC(=S)Nc3ccccc3OC)c2c1	-3	-1	0	3.0	-11	-2	5	-0.1	3
COc1ccc2c(c1)c(C(=O)N/N=C/c1ccc(OC)c(OC)c1)c(C)n2C	-1	2	3	1.8	7	-17	-3	-0.9	9
COc1ccc(NC(=O)CN2CCN(c3nc(-c4cccc(OC)c4)cs3)CC2)cc1	-1	1	2	-0.1	-19	.	-1	-1.1	8
COc1ccc(CC(=O)NNC(=O)CSc2nnc(C)n2-c2ccccc2)cc1	1	-1	5	0.5	3	.	9	0.9	3
COc1ccc(NC(=O)CCCC2CCCCC2)cc1S(=O)(=O)N1CCCCC1	-2	2	-2	2.5	3	-11	-7	0.2	3
CC(C)(C)NC(=O)c1ccccc1-c1nc2ccccc2s1	0	2	-3	-1.0	-19	.	-18	0.8	-7
O=C(CSc1nc2ccccc2[nH]1)c1ccc(Cl)s1	3	-4	-2	-0.6	-11	-12	13	-0.2	0
COc1cccc(-c2nnc(NC(=O)C3CCCCC3)o2)c1	0	-4	-1	-2.1	-4	-5	-14	0.3	7
Cc1cc(Nc2cccc(Cl)c2)nc(NCc2ccccc2)n1	2	20	-13	0.7	-27	-5	4	-0.6	7
CC(C)C1Cc2c(sc3c2c(=O)n(Cc2ccccc2)c2nncn32)CO1 (stereo not drawn)	0	0	0	1.6	-20	-4	-3	-0.2	3
Cc1ccc(-n2ncc3c(N4CCCC4)ncnc32)c(C)c1	8	-2	1	0.1	-9	6	4	0.0	6
CC1Cc2ccccc2N1C(=O)CSc1nnnn1C(C)C (stereo not drawn)	-1	1	1	1.0	-16	30	10	-0.3	6
CCOC(=O)CSc1nnc(CNc2ccc(Cl)cc2)n1-c1ccccc1	1	-3	0	1.1	-13	0	18	1.0	10
CC(=O)NS(=O)(=O)c1ccc(NC(=O)c2ccc3c(c2)C(=O)N(CCC(C)C)C3=O)cc1	3	0	17	1.3	-12	-2	3	0.6	5
CCc1ccc2[nH]c(=O)c(C(c3nnnn3CC3CCCO3)N3CCN4CCCC4C3)cc2c1 (stereo not drawn)	-1	-2	-7	4.8	-8	4	7	0.5	2
O=C(CSc1nncc(=O)[nH]1)NCc1ccccc1	0	-3	10	1.3	-8	-13	0	0.7	1
Cc1cc(=O)oc2cc(OCC(=O)OCC(=O)Nc3c(C)n(C)n(-c4ccccc4)c3=O)ccc12	5	-2	-1	0.5	13	-6	18	1.1	0
O=C(CCc1nnc(-c2ccc3c(c2)OCO3)o1)NC(c1ccccn1)C(F)(F)F (stereo not drawn)	-3	-1	-1	1.7	4	.	-33	0.6	4
O=C(NCCN1CCN(C(=O)c2cc3ccccc3oc2=O)CC1)c1cc2ccccc2oc1=O	-1	-1	2	0.3	-14	-33	-5	1.4	6

No new results follow: entries from further up.
SMILES	Wee1 degr inh	Ba/F3 V617F tox	eIF4E-4G inh	S1P4 ag	S1P4 antagonist	MDM2 E3 inh	NPY-Y2 PAM-ag	PERK inh	BaF3 tox
Cc1cc(=O)oc2cc(OCC(=O)OCC(=O)Nc3c(C)n(C)n(-c4ccccc4)c3=O)ccc12	5	-2	-1	0.5	13	-6	18	1.1	0
O=C(CCc1nnc(-c2ccc3c(c2)OCO3)o1)NC(c1ccccn1)C(F)(F)F (stereo not drawn)	-3	-1	-1	1.7	4	.	-33	0.6	4
O=C(NCCN1CCN(C(=O)c2cc3ccccc3oc2=O)CC1)c1cc2ccccc2oc1=O	-1	-1	2	0.3	-14	-33	-5	1.4	6

Next section
SMILES	Wee1 degr inh	Ba/F3 V617F tox	eIF4E-4G inh	S1P4 ag	S1P4 antagonist	MDM2 E3 inh	NPY-Y2 PAM-ag	PERK inh	BaF3 tox
CCOC(=O)C1(CCOC)CCN(Cc2ccc3nonc3c2)CC1	-1	-2	-10	-0.6	-2	1	-4	-0.2	0
O=C(c1ccc(N2CCCCC2)c([N+](=O)[O-])c1)N1CCOCC1	4	-2	1	-1.4	13	-12	15	-0.1	1
Clc1ccc(CN(CC2CCCO2)C(c2cccs2)c2nnnn2C2CCCC2)cc1 (stereo not drawn)	0	4	6	-1.6	1	-14	-2	0.3	-1
Nc1nonc1-c1noc(CCCN2C(=O)c3ccccc3C2=O)n1	4	-1	4[fluorescence artefact?]	-2.9	-3	0	10	0.1	5
CCOC(=O)Cc1c(C)c2ccc(N(CC)CC)cc2oc1=O	-1	-1	-6	7.5	-3	-13	5	-0.8	5
CCOC(=O)NC(=O)CSc1ccccn1	2	-4	8	0.7	4	4	-5	0.2	3
COc1ccccc1C(=O)N(CCN(C)C)c1nc2cc(C)cc(C)c2s1	0	2	-1	1.7	2	-10	-3	0.7	6
NS(=O)(=O)c1cc2c(cc1Cl)NC(Cc1ccccc1)NS2(=O)=O (stereo not drawn)	-1	-4	-2	1.2	-7	-32	11	1.1	2
c1ccc(-c2nnn(C34CC5CC(CC(C5)C3)C4)n2)cc1	-4	-5	6[fluorescence artefact?]	-0.1	-14	-11	5	1.4	-2
CCOC(=O)c1sc(-c2ccccc2)nc1C	4	-5	-1	1.1	-6	-5	15	1.9	1
COC(=O)c1cc(=O)n2c(-c3ccccc3)csc2n1	2	2	-10	-0.9	6	-10	0	1.2	5
COc1ccc(/C=C/CN2CCCC(C(=O)c3cc(F)ccc3F)C2)cc1 (stereo not drawn)	-2	0	0	2.3	-6	-14	-11	0.6	6
S=c1[nH]nc(-c2cccnc2)n1Cc1ccccc1	2	4	1	2.3	-22	0	8	-0.2	7
CCN(CC)C(=O)C(=O)c1cccn1-c1ccc(C#N)cc1	-1	1	1	2.5	-12	-15	-3	0.0	3
CC12COC3(C(=O)NCCc4ccccc4)CC1CCC32C (stereo not drawn)	5	1	0	-3.2	-14	-7	-4	-0.2	6
O=C(CSc1nc2c(sc3ccccc32)c(=O)n1CCO)NCc1ccco1	-4	-4	-7	0.1	-13	-16	2	-1.1	2
O=C(CCN1C(=O)/C(=C/c2ccc(F)cc2)SC1=S)NNC(=O)c1ccncc1	-1	-6	0	-2.2	-2	-5	-5	0.9	3
O=[N+]([O-])c1cccc(-c2nc(N3CCOCC3)c3ccccc3n2)c1	-1	-2	-2	-0.9	-7	7	-1	1.5	2
CC(C)COc1ccc(/C=C2/Sc3ccccc3C2=O)cc1	-2	0	-6	0.5	-1	-22	-17	0.6	4
O=C(CCc1nc2cccnc2n1Cc1ccccc1)NCCc1ccc(Cl)cc1	3	2	5	-0.2	-10	-6	-17	-0.7	7
Cc1ccccc1-n1c(C)n[nH]c1=S	4	-1	-1	-1.1	-6	-53	1	0.8	2
Cc1nn(-c2ccccc2)c(Cl)c1CN(C(=O)CCl)c1ccc(Cl)cc1	2	7	2[fluorescence artefact?]	0.0	28	-22	11	-1.3	9
Cc1cccc(-n2c(SCC(=O)Nc3ccc4c(c3)OCO4)nnc2-c2ccoc2C)c1	0	-3	1	1.9	-18	-11	15	-0.9	2
O=C(O)C1CCCCC1C(=O)Nc1ccccc1Cl (stereo not drawn)	-1	-1	5[fluorescence artefact?]	-0.5	-2	-7	-18	1.6	-2
COC(=O)c1sc2nc(CN3CCN(c4ccc(OC)cc4)CC3)[nH]c(=O)c2c1C	4	-2	-3[fluorescence artefact?]	0.0	10	0	6	0.4	1

Part of the list above, reduced to BaF3 tox:
smiles,BaF3 tox
CCN(CC)C(=O)C(=O)c1cccn1-c1ccc(C#N)cc1,3
CC12COC3(C(=O)NCCc4ccccc4)CC1CCC32C (stereo not drawn),6
O=C(CSc1nc2c(sc3ccccc32)c(=O)n1CCO)NCc1ccco1,2

(further entries)
SMILES	Wee1 degr inh	Ba/F3 V617F tox	eIF4E-4G inh	S1P4 ag	S1P4 antagonist	MDM2 E3 inh	NPY-Y2 PAM-ag	PERK inh	BaF3 tox
CCn1c(=O)cc(OCC(=O)NCCC(C)C)c2ccccc21	2	2	-3	0.4	-14	-11	0	-0.8	7
CCOc1ccc(CN2CCN(Cc3[nH]c4ccccc4c3C)CC2CCO)cc1 (stereo not drawn)	5	-1	-1	-0.3	10	-8	-18	-0.2	6
CN(c1ccc(O)cc1)c1nc(-c2ccccc2)cs1	3	3	6	-0.8	-4	-24	9	0.8	4
COc1ccc(N2CCN(C(=O)CC34CC5CC(CC(C5)C3)C4)CC2)c([N+](=O)[O-])c1	3	-4	4	0.1	-15	.	-2	0.8	0
CCNc1cc(=O)n(C)c(=O)n1C	2	-2	10	2.4	13	4	-24	0.3	1
O=S(=O)(Cc1cccc(C(F)(F)F)c1)c1ncn[nH]1	2	4	-2	-1.4	-14	-8	-6	0.3	7

As entered above:
COc1ccc(N2CCN(C(=O)CC34CC5CC(CC(C5)C3)C4)CC2)c([N+](=O)[O-])c1 – Ba/F3 V617F tox = -4
O=S(=O)(Cc1cccc(C(F)(F)F)c1)c1ncn[nH]1 – eIF4E-4G inh = -2

Screens: PubChem BioAssay, several laboratories
